Source: PubChem
Diaph inh CS = inhibits diaphorase or chemically oxidizes, flagging diaphorase assay artifacts; diaphorase resazurin-to-resorufin fluorescence, NADH, 16 min; bacterial (C. kluyveri) enzyme, not human; inhibition, % at 20 µM; 0.69% of 190,000 active; AID 1217;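 active means primary screen inhibition at 20 µM above a set limit, cut at about 50% in these data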;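 further: plate controls were DMSO with full reaction for no effect and wells lacking NADH for full effect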
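System: Diaphorase enzyme from Clostridium kluyveri | Amount: Enzyme working solution with 0.14 U/mL diaphorase | Benchmarks: No-NADH positive control and DMSO neutral control | Signal: Fluorescence of resorufin formed from resazurin, Ex 544/Em 590 nm | Schedule: 16-min room-temperature incubation before reading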
HMGR II inh = inhibitors of class II HMG-CoA reductase from Enterococcus faecalis; purified E. faecalis HMGR, NADPH absorbance 340 nm kinetic; inhibition, % at 10 µM; AID 1066; 0.41% of 190,000 active;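 active means inhibition above a set limit, the median over all tested compounds plus 3 SD, cut at about 9.5% in these data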;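 further: enzyme runs in reverse so mevalonate oxidation gives rising NADPH absorbance; 0% = complete reaction with DMSO and 100% = background rate lacking mevalonate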
FLuc act counter = firefly luciferase counter-screen for stimulation assays; ATPlite luciferase biochemical, luminescence, 10 min; 0 = ATP-free wells, 1 = DMSO control; activation factor at 10 µM; 200,000 tested, under 10 active; AID 1027;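 active means luciferase activation factor, scaled between plate controls, of at least 2 with compound at 10 µM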
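Assay system: Luciferase/luciferin reagent mix; Medium: PBS as buffer for the ATP substrate; Dosing: test compounds dosed from 2 mM stocks in 100% DMSO; Times: 10 min, room temperature; Signal: luminescence from luciferase reaction; Read-out: luciferase activation; Controls: No-ATP low control, compound-free enzyme-plus-ATP high control.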
G6PDH CS = inhibits Leuconostoc G6PDH, flagging false hits in G6PDH-based assays. Purified L. mesenteroides G6PDH, diaphorase/resazurin coupled fluorescence, 45 min. inhibition, % at 5 µM. 0.12% of 200,000 active. AID 1020; in the data active means inhibition above about 50%
Diaph act CS = activates diaphorase or chemically reduces, flagging diaphorase assay artifacts; Diaphorase/resazurin coupled assay, resorufin fluorescence, 16 min; active compounds read high; 1 = vehicle wells, 0 = NADH-free wells; activation factor at 20 µM; 0.005% of 190,000 active;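 active means diaphorase activity raised at least twofold by the compound at 20 µM; inactive means activation factor below 2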
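Measured by – red resorufin fluorescence at 544/590 nm excitation/emission · Test system – Clostridium kluyveri diaphorase, purified enzyme · Incubation – reaction time 16 min, room temperature · Buffer or medium – 50 mM HEPES pH 7.4 with 4.542 mM MgCl2, 0.005% Tween 20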
TNAP act hiacc = TNAP (human) activation, high acceptor; activation factor at 20 µM; AID 1136; 200,000 tested, under 10 active; P05186; purified TNAP, CDP-star luminescence, 1 M DEA, 30 min; active compounds read high; 0 = EDTA background, 1 = DMSO-only activity;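 active means activation factor at least 2 at 20 µM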
Target sequence (P05186 whole entry, looked up): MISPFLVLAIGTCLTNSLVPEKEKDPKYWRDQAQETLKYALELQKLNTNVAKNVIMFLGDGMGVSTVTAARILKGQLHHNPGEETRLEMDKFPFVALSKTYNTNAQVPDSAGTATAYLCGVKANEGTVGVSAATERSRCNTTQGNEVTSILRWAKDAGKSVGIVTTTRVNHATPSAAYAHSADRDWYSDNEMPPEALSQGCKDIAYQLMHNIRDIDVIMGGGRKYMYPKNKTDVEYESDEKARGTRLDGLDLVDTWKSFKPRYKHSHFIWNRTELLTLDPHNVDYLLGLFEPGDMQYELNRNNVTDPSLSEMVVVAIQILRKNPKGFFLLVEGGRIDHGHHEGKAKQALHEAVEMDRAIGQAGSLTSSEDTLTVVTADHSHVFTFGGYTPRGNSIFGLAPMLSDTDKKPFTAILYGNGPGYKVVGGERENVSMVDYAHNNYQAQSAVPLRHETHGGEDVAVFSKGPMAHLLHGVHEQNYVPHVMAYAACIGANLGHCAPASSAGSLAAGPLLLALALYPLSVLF
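Dosing: 20 µM single point. System: human TNAP. Amount: TNAP 1/800 final. Incubation: 30 min, room temperature. Read-out: TNAP activation factor scaled between EDTA and DMSO control wells. Signal: luminescence from CDP-star hydrolysis. Medium: 1 M DEA, pH 9.8, Mg2+, Zn2+. Control set: EDTA negative control, DMSO positive control.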
TNAP inh noacc = inhibitors of human TNAP without phosphate acceptor; inhibition, % at 20 µM; 0.26% of 200,000 active; P05186; purified TNAP, CDP-star luminescence, 30 min;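 active means tissue-nonspecific alkaline phosphatase inhibition above about 50% at 20 µM in the single-dose screen, limit read from the data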;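 further: 0% = DMSO negative control and 100% = EDTA positive control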
PMI act hi M6P = increases human PMI activity with near-saturating mannose 6-phosphate; coupled PMI enzyme assay, resazurin fluorescence, 20 min; active compounds read high; 1 = untreated enzyme, 0 = substrate-free blank; activation factor at 20 µM; P34949; 0.34% of 190,000 active;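 active means activation factor of 2 or more at 20 µM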
Target sequence (P34949 whole entry, looked up): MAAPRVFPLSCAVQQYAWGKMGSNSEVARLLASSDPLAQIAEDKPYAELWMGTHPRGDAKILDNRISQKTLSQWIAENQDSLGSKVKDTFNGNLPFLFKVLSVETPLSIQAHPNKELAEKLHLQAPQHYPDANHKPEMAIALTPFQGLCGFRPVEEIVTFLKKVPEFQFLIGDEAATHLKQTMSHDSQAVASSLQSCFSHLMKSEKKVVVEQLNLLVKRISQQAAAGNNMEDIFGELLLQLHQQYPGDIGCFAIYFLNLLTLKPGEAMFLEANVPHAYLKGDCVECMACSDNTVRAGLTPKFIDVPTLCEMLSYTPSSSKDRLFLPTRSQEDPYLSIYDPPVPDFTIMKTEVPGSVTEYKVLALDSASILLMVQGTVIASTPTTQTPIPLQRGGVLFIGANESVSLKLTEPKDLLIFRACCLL
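assay system = human phosphomannose isomerase with PGI, G6PDH, diaphorase coupling enzymes | quantity = 15 ng/mL PMI | incubation = enzyme reaction with compound 20 min at room temperature | medium = HEPES pH 7.4 buffer with MgCl2 and Tween-20 | compound dosing = one concentration, 20 µM, in 1% DMSO | measured by = Diaphorase-driven resazurin-to-resorufin fluorescence, excitation 544, emission 590 nm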
PMI act = activators of human phosphomannose isomerase; P34949; purified human PMI, coupled resazurin fluorescence, 20 min; active compounds read high; 1 = vehicle control, 0 substrate-free wells; activation factor at 20 µM; 0.005% of 190,000 active;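 active means activation factor of 2 or more at 20 µM, relative to plate controls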
TNAP inh hiacc = inhibitors of human TNAP at high phosphate acceptor concentration; 0.03% of 200,000 active; purified TNAP, CDP-star luminescence, 1 M DEA; P05186; AID 1135; inhibition, % at 20 µM;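 active means over 50% inhibition of tissue-nonspecific alkaline phosphatase at 20 µM in the single-dose screen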;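 further: plate controls were DMSO wells for no effect and EDTA-quenched wells as full inhibition for full effect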
An asterisk follows results filed as active; / = no result given. The order is random. About 1.7% of those tested had a hit in this group.

Compound	TNAP inh hiacc	Diaph act CS	PMI act	FLuc act counter	HMGR II inh	TNAP inh noacc	TNAP act hiacc	G6PDH CS	Diaph inh CS	PMI act hi M6P
O=C(NCCN1CCCC1)c1ccc2c(c1)N(Cc1ccc(F)cc1)C(=O)c1ccccc1S2=O (configuration not stated)	-3.0	0.8	0.9	1.1	-1.2	-12.7	1	-27.4	17.4	0.9
c1csc(C2=NNC(=NC3CCCCC3)SC2)c1	-7.7	1.1	1	0.3	1.3	-4.8	1.1	2.7	-11.3	1.1
COc1ccc(CCC(C)NC2C3CC4CC(C3)CC2C4)cc1 (configuration not stated)	-6.2	1	1.2	1.1	-5.7	10.8	1.1	11.5	1.4	1.1
Cc1cc(N2CCCC2)nc(SCC(=O)c2ccccc2)n1	0.2	1	1	1	0.5	-3.8	1	2.9	3.1	1
CCN(CC)C(=O)c1ccc(N)cc1	-4.2	0.9	1	1	-2.7	-12.2	1	6.1	7.8	0.9
FCCCOc1ccc(CN2CCN(c3ccccc3F)CC2)cc1	-4.1	0.9	0.9	1.1	-5.8	-5.0	1	19.3	11.4	0.9
N#C/C(=C(/O)COC(=O)CSc1ccc(Cl)cc1)c1nc2ccccc2[nH]1	-1.4	0.9	1	1	2.0	-39.9	1	-17.0	11.0	0.9
CCN1C(=O)c2c(C)nc3ccccc3c2C1=O	-7.2	0.8	0.9	1.1	-1.4	-5.4	1.1	7.0	15.3	1
CC1CCCC(C)N1/N=C/c1ccc(N(C)C)cc1 (configuration not stated)	-2.9	0.8	0.9	1	5.1	4.4	1	6.2	15.0	0.9
C=CCC1c2cccc(C(=O)O)c2C(=O)N1c1ccc(Cl)cc1 (configuration not stated)	-3.3	1	1	1.1	-4.0	-11.5	1	-2.0	1.7	1.1
COc1cnc(-c2ccccc2)nc1Oc1ccccc1C	-0.2	0.8	0.9	1	-2.2	-4.3	1	9.0	19.4	0.9
COc1ccc(OC)c(N(CC(=O)N2CCCCC2)S(=O)(=O)c2ccc(OC)c(OC)c2)c1	-2.8	0.9	1	1	2.8	-10.4	1	4.0	7.3	1
COc1cc(C(=O)N(Cc2cccc(Cl)c2)C2CCS(=O)(=O)C2)cc(OC)c1OC (configuration not stated)	-4.2	1	1.1	1	-1.9	-8.7	1	1.6	-2.2	1.1
CC(=O)NC1=NC(=O)/C(=C/N2CCCCC2)S1	-0.6	0.9	0.9	1	2.3	-6.1	1	-13.7	10.3	0.9
CCCN(CCC)S(=O)(=O)c1ccc2c(c1)CCCN2C(C)=O	-3.8	1	0.9	1	2.3	-7.8	1	7.8	-0.6	1
CC(C)(C)NC(=O)CN(Cc1cccs1)C(=O)CN1C(=O)C(=O)c2ccccc21	-0.7	0.9	0.9	1	-4.7	-6.2	1	2.5	12.5	0.8
Cc1ncc(CN2CCN(C3CCCC3)C(CCO)C2)s1 (configuration not stated)	4.8	0.9	0.9	1	-1.4	-0.6	1	13.8	8.3	0.9
COc1cc2nc(SCC(=O)NCCc3ccccc3)n(Cc3ccco3)c(=O)c2cc1OC	-0.3	0.7	0.8	1	-5.3	-7.4	1	1.5	29.7	0.8
CCOc1ccc(N2C(=O)CN(C)C2=S)cc1	-4.0	0.9	1.3	1.1	2.9	-8.4	1	-0.3	6.5	1.3
Cc1cccc(Nc2c(F)c(F)c(F)c(F)c2C(=O)O)c1	-1.9	1	1.3	1.1	-1.9	-9.2	1	2.7	1.6	1.3

Another view of some results above:
Order of results: TNAP inh hiacc, Diaph act CS, PMI act, FLuc act counter, HMGR II inh, TNAP inh noacc, TNAP act hiacc, G6PDH CS, Diaph inh CS, PMI act hi M6P
CC(C)(C)NC(=O)CN(Cc1cccs1)C(=O)CN1C(=O)C(=O)c2ccccc21
    -0.7, 0.9, 0.9, 1, -4.7, -6.2, 1, 2.5, 12.5, 0.8
CCN1C(=O)c2c(C)nc3ccccc3c2C1=O
    -7.2, 0.8, 0.9, 1.1, -1.4, -5.4, 1.1, 7.0, 15.3, 1

Continuation.
Compound	TNAP inh hiacc	Diaph act CS	PMI act	FLuc act counter	HMGR II inh	TNAP inh noacc	TNAP act hiacc	G6PDH CS	Diaph inh CS	PMI act hi M6P
COc1ccc(C(=O)N2CC3(CC(c4cccc([N+](=O)[O-])c4)=NO3)C[C@H]2C(=O)NCC(N)=O)cc1 (some centres not stated)	-1.5	0.9	1	1	2.8	-3.4	1	12.2	6.8	1
Cc1ccc(S(=O)(=O)n2nc(-c3ccc(Cl)cc3)nc2NCc2ccco2)cc1	-4.2	0.8	0.8	1	-0.5	-7.6	1	17.9	23.4	0.9
Cc1oc(/N=C/c2cccc3ccccc23)c(C#N)c1C	-7.3	0.8	0.6	1	1.1	-19.3	1.1	7.8	20.6	0.8
CSc1nnc(-c2ccncc2)n1CCCN1CCCC1=O	-7.5	0.9	1	1.1	/	-13.9	1.1	-4.4	9.3	1
Cc1ccccc1CSCC(=O)Nc1c(C)n(C)n(-c2ccccc2)c1=O	-3.4	0.8	1	1.1	-7.2	-0.9	1	2.6	21.6	1
O=S(=O)(c1cc(Cl)cc(Cl)c1)N1CCCC1c1nc2ccccc2s1 (configuration not stated)	-4.6	0.9	1.1	1	-6.0	-9.5	1	6.0	7.6	1.1
Cc1cccc(N2C(=O)CC(N(C(=O)c3ccco3)c3cccc(C)c3)C2=O)c1 (configuration not stated)	-0.2	0.8	1	1.1	3.4	-5.2	1	-3.3	15.0	1
COc1cccc(Oc2cn[nH]c2-c2ccc(O)cc2O)c1	2.2	0.9	0.9	1	7.2	32.3	1	-20.9	10.5	0.9
C1CNCCOCCNCCN1	-7.2	1	1.1	1.1	-0.2	-25.4	1.1	13.2	3.7	1.1
Cc1cc(=O)oc2cc(OCc3ccc(C(=O)N4CCN(c5ccc([N+](=O)[O-])cc5)CC4)cc3)ccc12	-0.8	0.9	0.9	1.1	-7.4	4.5	1	9.1	9.8	1
Cn1nnnc1SCC(=O)Nc1cc(S(=O)(=O)N2CCCC2)ccc1Cl	-0.8	1	1	1	-7.9	-9.5	1	8.9	3.4	1
COc1ccc(CC(=O)NC(C)(C)CC(C)=O)cc1OC	-6.2	0.9	0.9	1	-2.0	-10.2	1.1	-0.1	5.2	1
O=C(O)CC(Cc1ccccc1)C(=O)Nc1ccc([N+](=O)[O-])cc1 (configuration not stated)	-2.8	0.9	0.9	1.1	5.8	-13.4	1	8.7	10.8	1
COc1cc(/C=C2\SC(c3ccc(C)cc3)=NC2=O)ccc1O	40.3	0.6	0.9	0.7	-1.2	36.1	0.6	-69.6	36.3	0.9
CSc1cc(-c2ccc(Cl)cc2)c(C(=O)N2CCCC2)s1	0.0	0.9	1	1.1	4.6	2.1	1	20.4	9.3	1
CC12CCC(C(=O)Nc3cccc(Cl)c3)(C(Br)C1=O)C2(C)C (configuration not stated)	-4.0	1	1	1.1	-0.8	-10.2	1	3.3	3.1	1
O=C(CN1C(=O)COc2ccccc21)N1CCN(c2ccccc2F)CC1	-3.6	0.9	0.9	1	-2.6	-11.7	1	-1.4	14.5	1
COc1ccc(C(C(=O)NC2CCCCC2)N(C(=O)Cc2c[nH]c3ccccc23)c2ccc(NC(C)=O)cc2)cc1OC (configuration not stated)	-5.6	0.8	1	1.1	-4.8	-11.5	1.1	1.7	17.9	1
Nc1ccc2c(c1)C/C(=C/c1ccco1)C2=O	7.3	0.7	1.4	0.1	0.4	0.1	0.9	8.7	25.8	1.4
Cc1ccc(Cl)cc1NC(=S)N(CCN(C)C)C(C)c1ccccn1 (configuration not stated)	-6.9	1	1.1	1.1	-2.6	-6.8	1.1	0.2	3.5	1
O=C(NC(=S)N(Cc1ccccc1)c1ccccn1)C1CCCCC1	0.7	0.9	0.9	1	-7.8	-6.0	1	-3.3	9.0	1
CSCCC(NC(=O)c1ccc(Cl)cc1)C(=O)O (configuration not stated)	-3.6	0.9	1.2	1	0.2	-15.6	1	1.5	8.1	1.1
Oc1c(C(Nc2ccccn2)c2ccccn2)ccc2cccnc12 (configuration not stated)	-13.7	0.6	0.9	1	-2.4	-55.8	1.1	8.1	38.3	0.8
Cc1ccc(S(=O)(=O)NCCSC(C)(C)C)cc1	-3.4	0.9	0.8	1	-3.5	-12.1	1	18.4	13.9	0.9
C=CCn1c(SCC(=O)N2CCCC2)nc2scc(-c3cccs3)c2c1=O	-2.2	0.9	1	1	-2.5	-8.6	1	4.3	7.7	1.1
O=C(Nc1ccc2nc(-c3cccnc3)[nH]c2c1)c1ccco1	-3.0	1.1	0.9	0.6	1.3	-0.1	1	-25.6	-6.4	1
O=C1CC(N2CCN(c3ccccc3Cl)CC2)C(=O)N1c1ccccc1 (configuration not stated)	-3.1	0.8	0.9	1	1.5	-8.7	1	11.0	17.6	0.9
